# TRPC6 activator: activators of mouse TRPC6 channel | HEK293-TRPC6 membrane potential dye fluorescence; hits give high values | B-score at 10 µM | 0.13% of 310,000 active | AID 2550;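 active = B-score of the integrated fluorescence ratio above library mean plus 3 SD, and starting fluorescence ratio within library mean plus 5 SD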;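 note: higher score means more depolarization so channel activation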
# MrgX1 antag: blocks BAM8-22 activation of human MrgX1 receptor; AID 588676; 1.3% of 310,000 active; B-score at 10 µM; MRGX1-HEK293 calcium flux, Fluo-4, BAM8-22 antagonism; hits give low values;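 active = calcium-response B-score plate-corrected more than 3 library SD below zero, starting fluorescence within 5 deviations, no agonist response on first addition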;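 note: peak minus trough fluorescence over baseline after final BAM8-22 challenge near maximal dose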
# MrgX1 PAM: human MrgX1 positive allosteric modulation, primary screen; Q96LB2; MrgX1-HEK293, Fluo-4 calcium flux, FDSS; hits give high values; B-score at 10 µM; 0.63% of 310,000 active;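 active = plate-corrected calcium response at least 3 library SD above typical, normal starting fluorescence, not activating the receptor alone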;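 note: compound read alongside a low EC10 to EC30 dose of BAM8-22 agonist; peak minus trough fluorescence over baseline measured at the second addition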
# MrgX1 agonist: human MrgX1 receptor agonism, primary screen. Q96LB2. MrgX1-HEK293 cells, Fluo-4 calcium fluorescence, agonist mode; hits give high values. B-score at 10 µM. 0.44% of 310,000 active. AID 588627;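 active = calcium response B-score plate-corrected fluorescence ratio at least 3 library SD, with starting fluorescence B-score inside 5 SD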
#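 Test system: HEK293 cells stably expressing human MrgX1 receptor; Input: fifteen thousand cells per well; Dosing: compound delivered in addition one of three; Schedule: overnight seeding, then 1 h dark dye loading; Technique: Fluo-4 NW calcium fluorescence; Measure: B-scored fluorescence response ratio; Controls: positive and negative controls per plate.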
# TRPC6 inhibitor: mouse TRPC6 channel inhibition; HEK293-TRPC6, membrane potential dye, ACh-evoked depolarization; hits give low values; B-score at 10 µM; 1.1% of 310,000 active;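 active = B-score under library mean minus 3 SD, initial fluorescence not abnormally high, positive integrated signal ratio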;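 note: B-score derived from integrated fluorescence ratio over the kinetic read; more negative B-score means stronger inhibition of depolarization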
# TRPC4 potent: TRPC4 (mouse) allosteric potentiation; Q9QUQ5; HEK293 TRPC4beta/mu-opioid, DAMGO EC20, Fluo-4 Ca2+ flux; hits give high values; B-score at 10 µM; 0.42% of 310,000 active; AID 2227;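 active = B-score of calcium response area above 5 SD of library B-scores, with initial fluorescence ratio within 5 SD of library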;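 note: B-score of integrated fluorescence ratio over time as area under calcium response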
# Target sequence (Q9QUQ5 whole entry, looked up): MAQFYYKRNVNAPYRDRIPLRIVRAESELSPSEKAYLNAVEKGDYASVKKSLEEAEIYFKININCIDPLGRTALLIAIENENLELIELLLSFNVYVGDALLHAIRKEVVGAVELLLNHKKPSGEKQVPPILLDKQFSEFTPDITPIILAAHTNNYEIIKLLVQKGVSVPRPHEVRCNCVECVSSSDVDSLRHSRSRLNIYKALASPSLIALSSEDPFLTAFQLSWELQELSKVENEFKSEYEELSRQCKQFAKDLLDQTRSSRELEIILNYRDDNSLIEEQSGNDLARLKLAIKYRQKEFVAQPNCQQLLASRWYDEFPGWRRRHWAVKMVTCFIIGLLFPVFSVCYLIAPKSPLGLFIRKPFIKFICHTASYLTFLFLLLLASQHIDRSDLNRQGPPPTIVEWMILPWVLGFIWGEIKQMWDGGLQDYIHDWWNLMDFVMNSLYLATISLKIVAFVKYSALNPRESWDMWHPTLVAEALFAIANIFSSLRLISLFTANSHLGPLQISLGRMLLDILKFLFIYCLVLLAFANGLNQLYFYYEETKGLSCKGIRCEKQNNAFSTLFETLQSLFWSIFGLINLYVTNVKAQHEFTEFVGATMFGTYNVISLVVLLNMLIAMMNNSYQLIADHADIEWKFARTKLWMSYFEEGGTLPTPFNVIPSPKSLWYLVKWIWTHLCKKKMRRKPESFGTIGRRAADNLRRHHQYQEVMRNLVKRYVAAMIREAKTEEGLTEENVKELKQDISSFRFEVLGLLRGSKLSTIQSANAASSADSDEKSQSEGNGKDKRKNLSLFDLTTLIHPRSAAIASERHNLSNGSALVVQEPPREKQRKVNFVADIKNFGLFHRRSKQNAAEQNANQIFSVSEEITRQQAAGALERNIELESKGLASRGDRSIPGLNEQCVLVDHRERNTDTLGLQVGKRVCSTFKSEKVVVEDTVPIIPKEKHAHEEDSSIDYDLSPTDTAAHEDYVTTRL
# PolyA inhibitor: yeast polyadenylation inhibition; S. cerevisiae SKY197-pL101 polyadenylation reporter, beta-gal luminescence; efflux-impaired pdr1/pdr3 knockout yeast; score 100 = 6 SD above DMSO; calls only at 12 µM; 0.02% of 300,000 active;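 active = lowest replicate activity score at least 50, where 100 means six control SD above control mean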;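 note: yeast exposed to compound for 9 h at 30 °C; higher score means more reporter readthrough which indicates perturbed polyadenylation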
# HIF act: HIF pathway transcriptional activation; U2OS HRE-luciferase reporter, luminescence; normalized: DMSO 0%, desferrioxamine 100%; activation, % at 7.5 µM (by protocol); 0.32% of 300,000 active; AID 1910;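 active = mean activation of at least 10% of the iron chelator positive control signal, with at least half of replicates also reaching 10%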
# AI-2 QS mod: modulates the Vibrio harveyi AI-2 quorum sensing system; Vibrio harveyi JMH597 AI-2 luminescence/OD600 ratio, 9 h; hits give low values; strain lacks LuxN and CqsS sensors; 0 = neutral-control median; activity change, % at 7.5 µM; 0.4% of 300,000 active; in the data active = activity change below about -75%, passing the limit was not always enough;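 note: luminescence divided by OD600 gain over 9 h not by final OD600 alone; inactives centre near 13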
# TRPC4 block: inhibitors of mouse TRPC4 channel; HEK293 TRPC4beta/mu-opioid, DAMGO-evoked Fluo4 calcium flux; hits give low values; 0.39% of 300,000 active; Q9QUQ5; B-score at 10 µM; AID 2247;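 active = B-score over 3 SD under the library average, no early fluorescence shift, positive overall ratio signal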
#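 Assay system – HEK293 line stably carrying TRPC4beta and mu-opioid receptor · Doses – single dose · Detection – Fluo4 calcium-dye fluorescence, kinetic read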
# TRPC4 agonist: activators of mouse TRPC4 channel; 0.49% of 310,000 active; AID 2237; B-score at 10 µM; HEK293 TRPC4beta/mu-opioid, Fluo4 calcium fluorescence; hits give high values; Q9QUQ5;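 active = B-score above 5 SD of library B-scores, and initial fluorescence ratio not above library mean plus 5 SD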;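 note: positive B-score marks a calcium rise read as TRPC4 activation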
#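 Technique: kinetic Fluo4 calcium fluorescence; Test system: TRPC4beta and mu-opioid receptor HEK293 stable cells; Measure: B-scored integrated calcium fluorescence ratio; Benchmarks: low control buffer alone, high control maximal DAMGO; Schedule: 45 min room-temperature Fluo4 loading, 110 s read.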
# * hit, by the source's call; i = inactive; / = no result given. An excerpt; count on the stated rates, not on these rows.
Structure	TRPC6 activator	MrgX1 antag	MrgX1 PAM	MrgX1 agonist	TRPC6 inhibitor	TRPC4 potent	PolyA inhibitor	HIF act	AI-2 QS mod	TRPC4 block	TRPC4 agonist
CCC(=O)N/N=C(\C)CC(=O)Nc1cc(Cl)ccc1C	i	i	i	i	i	i	i	0.4	9	i	i
CN(C)c1ccc(C=C(c2nnnn2-c2ccccc2)c2nnnn2-c2ccccc2)cc1	i	i	i	i	i	i	i	-1.1	13	i	i
CSc1ccc(/C=C/C(=O)NC23CC4CC(CC(C4)C2)C3)cc1	i	i	i	i	i	i	i	/	24	i	i
CCCCCCn1c(N2CCN(c3cccc(Cl)c3)CC2)nc2c1c(=O)[nH]c(=O)n2C	i	i	i	i	i	i	/	-0.1	19	i	i
COc1ccc(C23CC4CC(CC(C(=O)O)(C4)C2)C3)c(F)c1	i	i	i	i	i	i	i	-0.4	6	i	i
COCCCNS(=O)(=O)c1ccc(SC)cc1	i	i	i	i	i	i	i	-0.4	15	i	i
CCOC(=O)/N=C(/NC(=O)Nc1ccc(C(=O)OCC)cc1)OC	i	i	i	i	i	i	i	-0.5	4	i	i
CSc1nc(Oc2ccc(C)cc2)cc(C(F)(F)F)n1	i	i	i	i	i	i	i	0.0	1	i	i
COC(=O)c1ccc2c(c1)N(Cc1nc(-c3ccc(Cl)cc3)oc1C)C(=O)C1CCCN21 (stereo unspecified)	i	i	i	i	i	i	i	-0.1	4	i	i
Cc1cc(C)n(-c2nc3ccccc3n3nnnc23)n1	i	i	i	i	i	i	i	0.8	11	i	i

# In another format: results already given.
# Every second line gives: TRPC6 activator	MrgX1 antag	MrgX1 PAM	MrgX1 agonist	TRPC6 inhibitor	TRPC4 potent	PolyA inhibitor	HIF act	AI-2 QS mod	TRPC4 block	TRPC4 agonist
> CN(C)c1ccc(C=C(c2nnnn2-c2ccccc2)c2nnnn2-c2ccccc2)cc1
  i	i	i	i	i	i	i	-1.1	13	i	i
> CSc1ccc(/C=C/C(=O)NC23CC4CC(CC(C4)C2)C3)cc1
  i	i	i	i	i	i	i	/	24	i	i
> CCCCCCn1c(N2CCN(c3cccc(Cl)c3)CC2)nc2c1c(=O)[nH]c(=O)n2C
  i	i	i	i	i	i	/	-0.1	19	i	i

# The results go on:
Structure	TRPC6 activator	MrgX1 antag	MrgX1 PAM	MrgX1 agonist	TRPC6 inhibitor	TRPC4 potent	PolyA inhibitor	HIF act	AI-2 QS mod	TRPC4 block	TRPC4 agonist
Cc1csc(SCC(=O)Nc2nncs2)n1	i	i	i	i	i	i	i	1.5	7	i	i
O=C(N/N=C/c1c[nH]c2ccc(Br)cc12)c1ccn(Cc2ccc(Cl)cc2)n1	i	i	i	i	i	i	i	-0.4	6	i	i
O=C(c1cc2c(s1)-c1ccccc1OC2)N1CCN(c2ccccc2)CC1	i	i	i	i	i	i	i	-0.2	29	i	i
CC1(C)CC(=O)C=C(OC(=O)c2ccc(Cl)cc2)C1	i	i	i	i	i	i	i	0.0	29	i	i
CN(C(=O)c1ccccc1OC1CCN(S(C)(=O)=O)CC1)C1CCOC1 (stereo unspecified)	i	i	i	i	i	i	i	0.1	26	i	i
COCC(=O)Nc1nc(-c2ccc(-c3ccccc3)cc2)cs1	i	i	i	i	i	i	i	2.1	5	i	i
O=C(Cn1cnc2ccccc2c1=O)Nc1cccc(S(=O)(=O)N2CCCCC2)c1	i	i	i	i	i	i	i	-0.6	-81*	i	i
O=[N+]([O-])c1ccc(C(O)CN2CCN(C/C=C/c3ccccc3)CC2)cc1 (stereo unspecified)	i	i	i	i	i	i	i	-1.7	30	i	i
Cn1c(Oc2ccccc2)c(C=O)c2ccccc21	i	i	i	i	i	i	i	-0.1	12	i	i
CC(NS(=O)(=O)c1ccc(OCC(=O)NCc2ccncc2)cc1)c1ccccc1 (stereo unspecified)	i	i	i	i	i	i	i	-1.3	15	i	i
S=C(NCc1ccccc1)NCc1cccc(CNC(=S)NCc2ccccc2)c1	i	i	i	i	i	i	i	0.0	11	i	i
COc1cccc(-c2c(C(=O)N/N=C(\C)c3cccs3)nnn2-c2nonc2N)c1	i	i	i	i	i	i	i	-0.4	12	i	i
CCOc1ccccc1NC(=O)NCc1ccco1	i	i	i	i	i	i	i	-0.2	16	i	i
Cc1cc(C)c(Cn2ncn(-c3ccc(Br)cc3)c2=O)c(C)c1	i	i	i	i	i	i	/	0.6	-1	i	i
COc1ccc(N(CC(=O)Nc2cccc(C)c2)S(=O)(=O)c2c(C)n[nH]c2C)cc1	i	i	i	i	i	i	i	-0.2	4	i	i
Cc1cc(NC(=O)CCC(=O)N(CC(=O)NCC2CCCO2)c2cccc(F)c2)no1 (stereo unspecified)	i	i	i	i	i	i	/	-0.2	33	i	i
CCOC(=O)C1CCN(S(=O)(=O)c2ccc(OCC)cc2)CC1	i	i	i	i	i	i	i	0.0	15	i	i
NCCCC[C@@H]1NC(=O)c2cc([N+](=O)[O-])cc(F)c2NCCCC[C@@H](C(N)=O)NC(=O)CNC1=O	i	i	i	i	i	i	i	-0.5	9	i	i
Cc1ccc(S(=O)(=O)NCC(=O)OCC(=O)NC(=O)c2cccn2C)cc1	i	i	i	i	i	i	i	0.6	9	i	i
COc1ccc(C2CCCN2C(=S)Nc2ccc(C)cc2C)cc1OC (stereo unspecified)	i	i	i	i	i	i	i	0.4	16	i	i
COc1ccccc1-c1ccc(SCc2cccc(F)c2)nn1	i	i	i	i	i	i	i	2.0	25	i	i
O=C1C2C3c4ccccc4C(c4ccccc43)C2C(=O)N1c1cccc2cccnc12 (stereo unspecified)	i	i	i	i	i	i	i	-0.9	2	i	i
COc1ccc(S(=O)(=O)N2CCC(C(=O)NCC3CCCCC3)CC2)cc1	i	i	i	i	i	i	i	-0.3	8	i	i
COc1ccc(CCNC(=O)CCCCC(=O)NCCc2ccc(OC)cc2)cc1	i	i	i	i	i	i	i	-0.1	11	i	i
COc1ccc(C2=NOC(C(=O)Nc3c(C)n(C)n(-c4ccccc4)c3=O)C2)cc1 (stereo unspecified)	i	i	i	i	i	i	i	-0.1	10	i	i
COc1cc(/C=N/NC(N)=S)ccc1OCC(=O)Nc1ccc(C)c(C)c1	i	i	i	i	i	i	i	-0.1	40	i	i
COc1ccc(C)cc1NC(=O)CNC(c1ccccc1)c1ccc(C)cc1 (stereo unspecified)	i	i	i	i	i	i	i	-11	2	i	i
COc1ccc(/C=N/NC(=O)c2ccn[nH]2)cc1COc1ccc(Cl)cc1	i	i	i	i	i	i	i	-0.1	16	i	i
CCOC(=O)c1c(NC(=O)c2nn(CC)cc2Br)c(C#N)cn1-c1ccccc1	i	i	i	i	i	i	i	-0.7	15	i	i
O=C(O)c1c2c(nc3ccccc13)/C(=C/c1ccc(O)cc1)CCC2	i	i	i	i	i	i	i	-0.3	23	i	i
Cc1nn(-c2ccccc2)c2c1C(=O)N(Cc1ccccc1)C(=O)C(C)(C)C2	i	i	i	i	i	i	i	-0.5	21	i	i
CCc1cc2c(=O)[nH]c(COC)nc2s1	i	i	i	i	i	i	i	-0.1	12	i	i
O=C(COc1ccc2ccccc2c1)N1CCN(C(=O)c2ccc([N+](=O)[O-])cc2)CC1	i	i	i	i	i	i	i	-0.2	19	i	i
CCN(CC)S(=O)(=O)c1ccc(N2CCCC2)c(NS(=O)(=O)c2ccc(F)cc2)c1	i	i	i	i	i	i	i	0.0	36	i	i
O=C(NNc1cc(N2CCOCC2)nc(N2CCOCC2)n1)C12CC3CC(CC(C3)C1)C2	i	i	i	i	i	i	i	3.0	15	i	i
COc1ccc(NC(=O)CSc2nncn2C)cc1OC	i	i	i	i	i	i	i	-0.2	28	i	i
O=C(CCC(=O)N(CC(=O)NC1CCCCC1)c1ccc2c(c1)OCCO2)Nc1ccccn1	i	i	i	i	i	i	i	0.0	22	i	i
N#Cc1cc(Oc2ccc(Cl)cc2)c(N2CCOCC2)cc1C#N	i	i	i	i	i	i	i	-1.5	11	i	i
O=C(NC1CC1)C1=C[C@H](c2ccccc2)C[C@H](OCc2ccc(CO)cc2)O1	i	i	i	i	i	i	i	-16	28	i	i
Cc1ccc(S(=O)(=O)N2CCOCC2)cc1C(=O)OC1CCCCC1=O (stereo unspecified)	i	i	i	i	i	i	i	-0.3	11	i	i
O=C(Nc1ccc(OCC(F)(F)C(F)F)c(C(F)(F)F)c1)c1ccccc1	i	i	i	i	i	i	i	2.5	15	i	i
CC(C(=O)Nc1cc(C(F)(F)F)ccc1N1CCOCC1)N1C(=O)C2CC=CCC2C1=O (stereo unspecified)	i	i	i	i	i	i	i	0.5	18	i	i
CC(=O)/C=C(\C)N=Nc1c(O)[nH]c2ccccc12	i	i	i	i	i	i	i	1.7	39	i	i
CCOC(=O)C1CCN(c2ccc([N+](=O)[O-])cc2)CC1	i	i	i	i	i	i	i	0.0	-10	i	i
COc1ccc(NS(=O)(=O)c2cccc(C(=O)N(C)Cc3ccc(SC)cc3)c2)cc1	i	i	i	i	i	i	i	-0.3	-10	i	i
COc1ccc2oc(=N)c(C(=O)Nc3cccc(C)c3C)cc2c1	i	i	i	i	i	i	i	-0.1	17	i	i
N#CCSc1nnc(-c2cnccn2)n1Cc1ccccc1	i	i	i	i	i	i	i	0.7	-7	i	i
COc1ccc(N(CC(=O)NCc2ccco2)S(C)(=O)=O)c(OC)c1	i	i	i	i	i	i	i	-0.2	6	i	i
Cc1cccc(NC(=O)c2ccc(S(=O)(=O)NCc3cccnc3)cc2)c1C	i	i	i	i	i	i	i	-0.1	12	i	i
C=CCN1C(=O)C(CC(=O)O)SC1=Nc1ccc(C(=O)O)cc1 (stereo unspecified)	i	i	i	i	i	i	i	0.4	16	i	i
COC(=O)C1=C(C)N(CC2CCCO2)C(=O)C1 (stereo unspecified)	i	i	i	i	i	i	i	-0.1	17	i	i
Cc1cc(NCc2ccc(F)cc2)nc2cc(Cl)ccc12	i	i	i	i	i	i	i	0.4	-15	i	i
CC(C)c1nnc(NC(=O)C2CCN(c3cnccn3)CC2)s1	i	i	i	i	i	i	i	-0.1	4	i	i
